Screening data: PubChem BioAssay, National Center for Advancing Translational Sciences (NCATS)
HTT cytoprotect: Huntington cell model cytoprotection by ATP luminescence; PC12 HTT-Q103 induced, cytoprotection, ATP luminescence, 40 h; Potency, µM (doses to about 56.4 µM), without a hit: cytoprotection (ATP increase), hits mostly activators; 230,000 tested, 0.14% active;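 also: % of control where 0% means no effect; nearly all actives have a fitted effect of over 45% in size; toxic huntingtin expression switched on by the ecdysone agonist tebufenozide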
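PC12 cells stably carrying ecdysone-inducible Htt exon 1 (Q103)–GFP were induced with 100 nM tebufenozide (final) alongside library compounds in a dose series. Cytoprotection was scored as retained ATP by ATPlite luminescence.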
GoLoco inh red: inhibitors of human Gai1-RGS12 GoLoco interaction (red fluorophore). Gai1:RGS12 GoLoco peptide FP, rhodamine, 10 min. Potency, µM (series often up to 61.6 µM), inactives show top-dose activity, negative = inhibition, usual class: inhibitors. P63096. AID 880. 230,000 tested, 0.44% active; active = well fitted inhibition curve with a large enough effect, not every such curve was filed as active; inactive = no such curve, though single readings can be large or run the other way; also: % is scaled to controls: 0 for no effect and ±100 for the full control effect; nearly all actives have a fitted effect of over 30% in size; many of its hits are not listed in these tables
Target sequence (P63096 whole entry, looked up): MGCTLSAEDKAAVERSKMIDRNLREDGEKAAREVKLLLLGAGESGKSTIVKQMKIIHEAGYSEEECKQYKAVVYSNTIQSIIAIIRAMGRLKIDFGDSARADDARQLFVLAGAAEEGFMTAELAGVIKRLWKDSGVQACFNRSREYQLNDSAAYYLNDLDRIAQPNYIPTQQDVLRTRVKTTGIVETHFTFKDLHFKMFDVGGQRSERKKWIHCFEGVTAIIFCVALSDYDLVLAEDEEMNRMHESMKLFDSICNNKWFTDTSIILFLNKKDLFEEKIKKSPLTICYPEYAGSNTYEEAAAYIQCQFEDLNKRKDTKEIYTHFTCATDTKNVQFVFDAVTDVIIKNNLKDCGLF
GAA spleen mod: lysosomal alpha-glucosidase (human) modulation; human spleen homogenate, 4-MU-alpha-glucoside fluorescence; P10253; AID 2112; Potency, µM (titrated, usually from 79.9 µM), for the others: at the top dose activity change, negative = inhibition, usual class: inhibitors; 240,000 tested, 0.006% active;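 also: 0% = enzyme with vehicle and -100% = no enzyme basal signal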
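Human spleen homogenate (1 ug) with 4-methylumbelliferyl-alpha-D-glucopyranoside (1 mM final) in 50 mM citrate/phosphate pH 5.0, 0.01% Tween-20; 40 min at 37 C. Stopped at pH 10; 4-MU fluorescence Ex 365/Em 440 nm; AC50 by Hill fit.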
HttQ103 aggreg: mutant huntingtin aggregation inhibition; PC12 HttQ103-GFP aggregates, Acumen cytometry, 40 h; Potency, µM (top dose mostly 46.1 µM), for the others: at the highest dose activity change, negative = inhibition, hits mostly inhibitors; 220,000 tested, 1.1% active; also: % is scaled to controls: 0 for no effect and ±100 for the full control effect; nearly all actives have a fitted effect of over 60% in size
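PC12 cells with ecdysone-inducible HTT exon1 Q103-GFP, induced by 100 nM tebufenozide, given compounds in a concentration series. GFP aggregates (1–25 um, 6 SD above background) counted in lysates by laser-scanning cytometry, 488 nm excitation.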
GAA glycogen: GAA glycogen-cleavage inhibition or activation; AID 2100; recombinant GAA, glycogen substrate, Amplex Red glucose oxidase fluorescence; 300,000 tested, 0.38% active; P10253; Potency, µM (highest dose often 76.4 µM), for the others: at the top dose activity change, negative = inhibition, hits mostly inhibitors;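 also: 0% = full enzyme reaction and -100% = no-enzyme basal signal; the screen sought inhibitors and activators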
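Recombinant human alpha-glucosidase (4 nM final) hydrolysed bovine liver glycogen (30 ug) for 40 min at 37 C in pH 5.0 citrate/phosphate with 0.01% Tween-20. Released glucose detected by glucose oxidase/Amplex Red, Ex 573/Em 610 nm. Compounds up to 77 uM; AC50 from Hill fits.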
IMPase Li cell: cell-permeable IMPase inhibitors with lithium potentiation. CHO-M1 cells, IP1 TR-FRET (IP-One), carbachol + lithium. Potency, µM (titrated, usually from 59.4 µM), without a hit: top-dose activity, negative = IMPase inhibition, hits mostly inhibitors. 210,000 tested, 0.35% active. AID 1457;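 also: IP1 builds up when IMPase is blocked and the TR-FRET signal falls; plate controls were basal vehicle for no effect and high inhibitor control for full effect; nearly all actives have a fitted effect of over 50% in size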
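Concentration–response in CHO-M1 cells, lithium-potentiated; 30 min at 37C. IP1 detected by competitive TR-FRET after 10 min lysis at RT. Hill-fitted AC50.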
GAA inhib: blocks human lysosomal alpha-glucosidase. 200,000 tested, 0.005% active. Potency, µM (top dose mostly 76.9 µM), for the others: at the top dose activity change, negative = inhibition, hits mostly inhibitors. purified human GAA, 4-MU-alpha-glucoside fluorescence. P10253;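 also: plate controls were uninhibited enzyme wells for no effect and no-enzyme background for full effect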
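Fluorogenic assay: 4 nM human alpha-glucosidase with 400 uM 4-methylumbelliferyl-alpha-D-pyranoside in 50 mM citrate/phosphate, 0.005% Tween-20, pH 5.0, 20 min at room temperature. Compounds tested up to 77 uM; AC50 from Hill fits.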
* = called active by the depositor; ? = inconclusive; · = not tested or not shown; & = joins results of further samples; [ ] = another dose, or the depositor's remark. Unless noted, calls follow the shape of the dose curve; as a rule, active = well fitted curve in the direction sought with a large enough effect; inconclusive = small, poorly fitted or top-dose-only effect, or another doubt; inactive = no such curve, though single readings can be large; an effect the other way counts as inactive or inconclusive. Potency is read from the fitted curve at half-maximal effect. This is a subset, so the mix of outcomes need not match the whole.

SMILES | HTT cytoprotect | GoLoco inh red | GAA spleen mod | HttQ103 aggreg | GAA glycogen | IMPase Li cell | GAA inhib
CCCOc1ccc(/C(O)=C2/C(=O)C(=O)N(CCN(CC)CC)C2c2ccncc2)cc1 (centres undefined) | 4% | 10% | -3% | -1% | -2% | 4%[38.3 µM] | 0%
CC(C)N(Cc1nc(COc2ccccc2)no1)Cc1nccn1C | -1%[10 µM] | 16% | 0% | 14%[9.22 µM] | 8% | 25% | -5%
O=C(/C(=N\Nc1ccc([N+](=O)[O-])cc1)Sc1nnnn1-c1ccccc1)c1ccccc1 | 16%[10 µM] | 39%[activator] | -3% | ? | 0% | 12% | -1%
COC(=O)c1ccccc1NC(=O)CSc1nnc(CNS(=O)(=O)c2ccc(C)cc2)n1C | -9%[10 µM] | -11% | -4% | 3% | -7% | 10%[38.3 µM] | -9%
O=C1CC(C(=O)Nc2cccc(F)c2)n2c(nc3ccccc32)N1 (centres undefined) | 28%[10 µM] | -6% | 4% | 8%[9.22 µM] | 8% | · | ·
NC(=O)C(=O)N/N=C1\CCc2ccccc21 | 6%[10 µM] | 14% | 7% | ? | -3% | 7% | 1%
CC(Cc1cccs1)NC(=O)Nc1ccccc1 (centres undefined) | -20% | -16% | 1% | -30% | 3% | -1%[38.3 µM] | -3%
CC(C)Oc1ccc(N2CC(C(=O)NC3=NCCS3)CC2=O)cc1 (centres undefined) | -17%[10 µM] | 5% | -9% | -5%[9.22 µM] | 8% | 5% | ?
CCCCOc1ccc(NC(=O)C2OC3OC(C)(C)OC3C3OC(C)(C)OC23)cc1 (centres undefined) | 5%[10 µM] | -3% | -2% | 8% | 0% | 5% | 0%
Cc1ccc(S(=O)(=O)NCC(c2ccco2)N2CCOCC2)cc1 (centres undefined) | 42%[10 µM] | -6% | 1% | 10% | 3% | 6% | -2%
Fc1ccc(-c2nnc3ccccn23)cc1 | -26% | -6% | 1% | 27% | 5% | -1% | 4%
COc1ccccc1-c1nccc(NCc2cccnc2)n1 | 6% | 6% | 0% | · | · | 11% | ·
CC(=O)C1=C(C)Nc2cc(C(F)(F)F)ccc2S1 | -1% | 5% | -7% | 7% | -30% | -3%[38.3 µM] | -4%
O=C(O)C1C2C=CC3(CN(C4CCCC4)C(=O)C13)O2 (centres undefined) | -2% | 1% | -4% | -17% | 3% | 32%[activator][38.3 µM] | 4%
Cc1ccc(Cn2nc(C)c(NC(=O)c3cc(-c4ccc5c(c4)OCO5)on3)c2C)cc1 | -78%[inhibitor] | 4% | -7% | 10% | -1% | 17%[38.3 µM] | -1%
O=C(N/N=C/c1cccc([N+](=O)[O-])c1)C1CC(=O)N(c2ccc(Cl)cc2)C1 (centres undefined) | -12% | 9% | -2% | 9% | 7% | 10%[38.3 µM] | -2%
Cc1cc(N2CCCC(C(=O)Nc3cccc4ccccc34)C2)n2ncnc2n1 (centres undefined) | 1% | 7% | 4% | 1% | 10% | 18% | 5%
O=C(C1=C[C@@H](C2CCCCC2)C[C@@H](OCc2ccc(CO)cc2)O1)N1CCN(Cc2ccccc2)CC1 | 6%[10 µM] | -7% | 1% | -2%[9.22 µM] | -2% | 18% | ·
CCN(CC(=O)Nc1ccc2c(c1)OCCO2)CC(=O)Nc1ccc2c(c1)OCO2 | -29% | -8% | -23% | 2% | -11% | -12% | ?
CN(C)S(=O)(=O)c1ccc(NC(=O)Cn2ccsc2=N)cc1 | 19% | 1% | -1% | 5% | 6% | 22% | -1%
COc1ccc(NC(C)=O)cc1NC(C)C(=O)Nc1cc(C(F)(F)F)ccc1N1CCOCC1 (centres undefined) | 6%[10 µM] | 0% | -11% | -11% | 2% | 8% | 1%
O=C(CCCn1c(=O)c2ccccc2n(CC(=O)NCc2ccco2)c1=O)NCc1ccco1 | -3% | 11% | -1% | 15% | -19% | 30%[38.3 µM] | -1%
COc1ccc(NC(=O)Cn2nnc(-c3ccccc3NC(=O)C3CC3)n2)cc1 | -7% | · | -8% | 7% | -12% | · | -5%
Fc1ccc(-n2cc(-c3ccccc3)c3c(N4CCOCC4)ncnc32)cc1 | -167%[inhibitor] | 3% | · | ? | -1% | 25% | ?
CCCC(=O)OCC(=O)Nc1ccc(N=Nc2ccccc2)cc1 | -1%[10 µM] | 3% | 6% | 2% | -5% | -12% | -10%
Cc1c(NS(=O)(=O)c2ccc(N3CCN(C)CC3)c([N+](=O)[O-])c2)c(=O)n(-c2ccccc2)n1C | 9% | -7% | 5% | 2%[9.22 µM] | 7% | 9% | 0%
Cc1nc(C(=O)NC2CC2)sc1C1(C)CC(c2cccc([N+](=O)[O-])c2)=NO1 (centres undefined) | 5%[10 µM] | 4% | 2% | -13%[9.22 µM] | -5% | · | ·
Cn1c(=O)oc2cc(S(=O)(=O)NC3CCCc4ccccc43)ccc21 (centres undefined) | -21% | -3% | 3% | -21% | -16% | -25%[38.3 µM] | -13%
O=C(CCCOc1ccccc1)Nc1ccncc1 | 12% | 5% | -7% | 6% | 0% | 34%[38.3 µM] | -6%
CS(=O)c1ccccc1-c1nc(-c2cccc(Cl)c2)no1 (centres undefined) | 12%[10 µM] | 5% | -22% | -6% | 0% | -3% | -3%
COc1cc(CCC(=O)NNC(=O)c2ccc(C)cc2)cc(OC)c1OC | -27% | 11% | 0% | -6% | -1% | -5% | -4%
c1ccc(-c2cc3c(N4CCCC4)ncnc3s2)cc1 | -16%[10 µM] | 0% | 2% | -2% | 1% | 24% | ?
COC(=O)[C@@]1(Cc2ccc(OC)cc2)[C@H]2c3cc(C(=O)N(C)C)n(CCSCCO)c3C[C@H]2CN1C(=O)c1ccccc1 | 9% | 12%&8% | 1%&8% | -3% | 3% | 11%&-8% | 2%
O=C(OCc1cc2ccccc2[nH]c1=O)c1cccnc1 | -12%[0.074 µM] | 5% | -6% | -8% | -4% | -18%[38.3 µM] | 7%
CC(Oc1ccc(Br)cc1)C(=O)Nc1ccncc1 (centres undefined) | · | -2% | -2% | 18% | 13% | 5% | -6%
CC(=O)c1ccc(N2CCN(C(=O)c3ccc4c(Cl)c5c(nc4c3)CCCC5)CC2)cc1 | 24%[10 µM] | -1% | -12% | 15%[9.22 µM] | -8% | -4% | ·
Cc1cccc(CNc2cc(-c3ccccc3Cl)ncn2)c1 | -53%[inhibitor] | 9% | 4% | · | · | 8% | ·
COc1cc(/C=N/NC(=O)c2sc3nc(C)cc(C)c3c2N)ccc1O | 3%[10 µM] | 2% | -22% | 5%[9.22 µM] | -6% | · | ·
CCCCNC(=O)NS(=O)(=O)c1ccc(C(=O)OC(C)C)o1 | 12%[10 µM] | -2% | -2% | 6% | 7% | -3%[38.3 µM] | 0%
CCC(C(=O)OCC(=O)c1ccc2c(c1)NC(=O)CO2)c1ccccc1 (centres undefined) | -6% | 16% | -5% | 0% | -1% | 18% | -7%
Cn1c(NC(=O)c2ccc(C(C)(C)C)cc2)cc(=O)n(C)c1=O | 9% | -7% | -8% | 1% | 2% | 22%[38.3 µM] | -10%
OC[C@H]1O[C@@H](n2cnc3c(Nc4ccccc4)ncnc32)[C@H](O)[C@@H]1O | · | -1% | -14% | ? | 8% | -3% | 8%[15.4 µM]
Cc1cc2cc(CNC(=O)Cc3cccs3)ccc2n1C | 16%[10 µM] | 5% | 5% | -4%[9.22 µM] | 13% | · | ·
CCOC(=O)N1CCN(CC(=O)c2c(C)[nH]c3ccccc23)CC1 | -4%[0.074 µM] | -4% | -8% | 11% | -3% | 22%[38.3 µM] | -9%
Cc1ccc(C)c(NC(=O)C(=O)NCCCN2CCOCC2)c1 | -54% | 18% | -27% | ? | -4% | -1% | -4%
O=C(NCc1ccccc1)C(c1ccco1)N(C(=O)c1cnccn1)c1ccc(F)cc1 (centres undefined) | 5% | 17% | 1% | 16% | -8% | 11%[38.3 µM] | 7%
COc1ccc(Nc2nnc(SCc3cc([N+](=O)[O-])cc4c3OCOC4)s2)cc1 | 18% | 4% | -15% | 4% | ? | 43%[activator][38.3 µM] | -5%
COc1ccc(S(=O)(=O)N2CCOCC2)cc1NC(=O)CSc1n[nH]c(C(C)C)n1 | -8%[10 µM] | 2% | 2% | 18% | -29% | -1% | -3%
COC(=O)c1cc(C(=O)OC)cc(N2C(=O)CC(NNC(=O)c3ccccc3Br)C2=O)c1 (centres undefined) | 14% | 21% | -1% | -14% | -26% | 0%[38.3 µM] | 7%
COc1ccc(-c2cc(=O)c3c(O)c(OC)c(O)cc3o2)cc1 | -62%[inhibitor][10 µM] | 9% | -1% | -21%[9.22 µM] | 14% | 4% | ·
Cc1nc2ccccc2n1C(=O)c1ccc(Cl)cc1[N+](=O)[O-] | 14%[10 µM] | 12% | 6% | 4% | 19% | -3% | -6%
COc1c2c(c(C(=O)/C=C/C(C)=C/c3ccccc3)c3c1OCO3)CCN(C)C2 | 23% | 6% | 7% | · | · | 15% | ·
COCCCN(C(=S)NC(=O)c1ccc(Br)cc1)c1c(N)n(Cc2ccccc2)c(=O)[nH]c1=O | · | 6% | -17% | 18% | -23% | 7% | -1%
CC1(C)CN(O)CCN1O | -4%[10 µM] | -1% | 3% | 6% | ? | 0% | -6%
CCCn1c(SCC(=O)Nc2nc(-c3ccc(OC)cc3)cs2)nc2c1c(=O)n(C)c(=O)n2C | -7%[1.9 µM] | -3% | -4% | 16% | 19% | 5% | -2%
CCOc1ccccc1Nc1nc(N)nc(CN(C)C2CCCCC2)n1 | -10% | 5% | -7% | 2% | 5% | 9%[38.3 µM] | -8%
COc1ccc(OCC(=O)Nc2ccccc2C(=O)NC(C)C)cc1 | -51%[inhibitor] | -1% | 11% | -5% | 18% | -11% | 3%
CN1CC(c2ccccn2)C2(SC(=S)N(Cc3ccccc3)C2=O)C12C(=O)Nc1ccccc12 (centres undefined) | -30% | 1% | 5% | 9% | -2% | -8%[38.3 µM] | 5%
